TAAR1 antag: antagonists of human TAAR1 | CHO RD-HGA16 TAAR1, Fluo-8 calcium fluorescence, antagonist | inhibition, % at 3 µM | Q96RJ0 | AID 624466 | hit rate 1.5% among 360,000;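 active = inhibition above a per-plate cutoff, the mean inhibition of test compounds on that plate plus 3 SD, cut at about 49% in these data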;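 note: 0% = DMSO plus EC80 beta-PEA response and 100% = DMSO alone without agonist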
Target sequence (Q96RJ0 whole entry, looked up): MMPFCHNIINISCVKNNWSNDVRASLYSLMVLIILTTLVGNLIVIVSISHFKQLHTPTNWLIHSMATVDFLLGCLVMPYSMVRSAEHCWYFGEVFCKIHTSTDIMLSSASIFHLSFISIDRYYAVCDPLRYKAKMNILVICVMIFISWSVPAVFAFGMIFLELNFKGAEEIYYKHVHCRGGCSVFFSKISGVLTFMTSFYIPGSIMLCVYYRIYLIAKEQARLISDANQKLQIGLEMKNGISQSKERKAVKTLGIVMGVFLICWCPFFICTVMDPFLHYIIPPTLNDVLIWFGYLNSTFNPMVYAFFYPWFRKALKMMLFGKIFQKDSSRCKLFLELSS
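Material: CHO RD-HGA16 cells bearing hTAAR1; compound dosing: one-point dosing, 3 µM nominal final; schedule: dye loading 75 min at 37 °C, then 30 min room temperature; measured by: calcium fluorescence with Fluo-8; control set: vehicle and agonist controls; replication: n of 1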
CHO parental Ca: signal in parental CHO cells, OX1R antagonist counter-screen | parental CHO-K1, ATP-induced calcium, Fluo-8 fluorescence | inhibition, % at 5.6 µM | hit rate 0.63% among 330,000 | AID 463079;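 active = inhibition above that plate's mean sample inhibition plus 3 SD, cut at about 26% in these data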;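 note: 0% = ATP-challenged DMSO wells and 100% = DMSO wells without ATP; some compounds past the cut are filed as inactive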
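Material: parental CHO cells / Compound: single nominal dose of 5.6 µM per compound / Signal: Fluo-8 fluorescence / Replicates: singlicate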
M1 ag parental: M1 agonist counterscreen hit in parental CHO-K1 cells | AID 602248 | hit rate 0.48% among 360,000 | Fluo-8 calcium fluorescence; scaled to maximal ATP response, vehicle zero | activation, % at 3 µM; in the data active = activation above about 15%;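 note: untransfected CHO-K1 host cells lacking M1 receptor as counterscreen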
CHRM1 PAM: positive allosteric modulators of human M1 muscarinic receptor; activation, % at 3 µM; CHO-K1 hM1, Fluo-8 calcium fluorescence, ACh EC20; 0% = ACh EC20, 100% = maximal ACh; hit rate 0.088% among 360,000; in the data active = activation above about 19%, passing the limit was not always enough
Target sequence (P11229 whole entry, looked up): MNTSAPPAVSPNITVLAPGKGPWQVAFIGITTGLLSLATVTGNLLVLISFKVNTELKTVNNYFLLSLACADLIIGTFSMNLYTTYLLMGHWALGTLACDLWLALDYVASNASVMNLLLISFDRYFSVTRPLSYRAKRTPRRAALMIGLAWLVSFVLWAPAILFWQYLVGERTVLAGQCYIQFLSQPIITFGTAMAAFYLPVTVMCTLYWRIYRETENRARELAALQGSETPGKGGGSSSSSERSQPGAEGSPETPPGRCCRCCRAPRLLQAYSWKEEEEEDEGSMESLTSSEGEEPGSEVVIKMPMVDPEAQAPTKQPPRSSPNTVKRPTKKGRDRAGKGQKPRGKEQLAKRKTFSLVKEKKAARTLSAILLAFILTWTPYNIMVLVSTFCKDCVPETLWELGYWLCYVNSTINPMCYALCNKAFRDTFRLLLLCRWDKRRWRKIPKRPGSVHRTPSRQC
CHO-K1 Ca antag: M1 antagonist counterscreen hit in parental CHO-K1 cells; hit rate 0.6% among 360,000; inhibition, % at 3 µM; ATP-induced calcium, Fluo-8 fluorescence; AID 602250;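 active = inhibition above a per-plate cutoff, the plate's mean sample inhibition plus 3 SD, cut at about 24% in these data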;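 note: 0% = DMSO plus EC80 ATP and 100% = DMSO alone without ATP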
TAAR1 agonist: human TAAR1 agonism; CHO RD-HGA16 TAAR1, Fluo-8 calcium fluorescence; vehicle wells 0%, saturating PEA agonist 100%; activation, % at 3 µM; hit rate 0.99% among 360,000;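 active = activation above the mean activation of all test compounds in the run plus 3 SD, cut at about 38% in these data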
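Assay system: CHO-derived RD-HGA16 cells with stable Gα16 and human TAAR1; timing: 17-24 h seeding, 75 min 37 °C dye, 30 min RT; read-out: % activation from peak over basal fluorescence ratio, DMSO-to-PEA scaled; measured by: kinetic Fluo-8 calcium fluorescence; benchmarks: low control DMSO, high control PEA (EC100); doses: 3 µM single concentration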
M1 PAM parental: counter-screen for M1 PAMs: effect in parental CHO-K1 cells; hit rate 0.02% among 360,000; ATP EC20, Fluo-8 calcium fluorescence; 0% at ATP EC20, 100% at ATP max; activation, % at 3 µM; AID 602247;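 active = activation above the run cutoff, the mean activation of all test compounds plus 3 SD, cut at about 40% in these data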;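 note: peak over basal fluorescence ratio in a 140 s read after ATP addition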
CHRM1 agonist: agonists of human M1 muscarinic receptor | CHO-K1 hM1, Fluo-8 calcium fluorescence, agonist mode; 0% DMSO, 100% acetylcholine EC100 | P11229 | hit rate 0.33% among 360,000 | activation, % at 3 µM;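 active = activation above the run's mean compound activation plus 3 SD, cut at about 16% in these data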;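 note: peak over basal fluorescence ratio within a 140 s kinetic read after compound addition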
M1 antag: antagonists of human M1 muscarinic receptor; hit rate 1.3% among 360,000; AID 588852; CHO-K1 hM1, Fluo-8 calcium fluorescence, ACh EC80 antagonist; inhibition, % at 3 µM;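 active = percent inhibition above its own plate's cutoff, namely the mean of that plate's compound wells plus 3 SD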;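 note: peak over basal fluorescence ratio during 140 s after agonist addition; 0% = ACh EC80 plus DMSO and 100% = DMSO alone without agonist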
The depositor's hits bear a star; nt = not tested or not shown.

SMILES	TAAR1 antag	CHO parental Ca	M1 ag parental	CHRM1 PAM	CHO-K1 Ca antag	TAAR1 agonist	M1 PAM parental	CHRM1 agonist	M1 antag
CC1(C)OC2C(O1)[C@@H](CO)O[C@H]2n1cnc2c(N)ncnc21 (stereo partly drawn)	-7	-24	-0.2	10	2	2	-5	-2	-8
O=C1c2ccccc2-c2nccnc21	9	-4	0.2	0	7	7	4	-2	9
Cc1cc(=O)oc2cc(OCC(=O)N3CCN(C(=O)C4COc5ccccc5O4)CC3)ccc12 (stereo not drawn)	16	-11	7.0	1	-6	7	2	0	1
O=C(c1ccc(S(=O)(=O)N2CCCCCC2)cc1)N1CCCC(C(F)(F)F)C1 (stereo not drawn)	13	-27	1.3	-1	-3	8	12	-5	0
c1ccc(COC2CCCN(Cc3nc(-c4cnccn4)no3)C2)nc1 (stereo not drawn)	14	-4	0.5	5	-7	6	31	-3	-5
CCOc1ccc(OCC(=O)OCn2c(SC)nnc(C)c2=O)cc1	1	-9	0.4	4	-1	3	5	-4	0
COc1ccc(N2CCN(C(=O)CCNC(=O)c3ccccc3)CC2)cc1	8	4	0.2	-4	-6	4	2	-6	2
CC(C)(C)C(=O)N1CCC(O)(CS(=O)(=O)Cc2ccccc2)CC1	0	-1	0.4	6	-6	0	-10	-4	6
O=C(CN1CCN(Cc2ccccc2Cl)CC1)N=Nc1c(O)[nH]c2ccccc12	6	-20	4.6	4	-6	5	19	-6	-5
CCOc1ncccc1C(=O)OCc1ccccc1	-11	1	-0.1	2	-3	0	4	-5	-3
O=C(NCCc1c[nH]c2ccccc12)c1cc(S(=O)(=O)N2CCCCC2)ccc1N1CCOCC1	0	-6	0.8	-2	-1	16	1	-4	-3
COc1ccc(CCN(C)c2ccc(S(=O)(=O)N3CCCC3)cc2[N+](=O)[O-])cc1OC	-6	-8	2.1	-2	0	2	19	-8	-12
COc1ccccc1CNC(=O)Cc1ccc(OC)c(OC)c1	-2	-6	0.1	6	5	4	2	-2	-15
Cc1ccc(C2(C)NC(=O)N(CC(=O)N(C)CC(=O)Nc3cccc4ccccc34)C2=O)cc1 (stereo not drawn)	-9	-15	1.2	0	0	7	-1	2	-3
Cc1ccc(Oc2nc3ccccn3c(=O)c2/C=C(\C#N)C(=O)NC2CCS(=O)(=O)C2)cc1 (stereo not drawn)	19	-12	1.2	2	-4	1	3	-4	-4
CS(=O)(=O)N1CCc2cc(-c3csc(NC(=O)C(c4ccccc4)c4ccccc4)n3)ccc21	12	4	1.6	4	-18	6	15	-4	-4
N#Cc1c(Cl)cccc1Oc1ccc(S(=O)(=O)Nc2ccccc2)cc1	16	-2	2.8	-1	6	31	-1	0	7
CCOC(=O)c1c(NC(=O)c2ccc(Br)o2)sc(C)c1CC	-13	-19	0.4	4	-11	5	8	-3	1
Cc1ccc2[nH]c(-c3ccccc3)c(CN3CCN(C)CC3)c(=O)c2c1	-13	-7	-0.7	9	-19	-3	27	-8	-14
Cc1nn2c(NC(C)C)c3c(nc2c1-c1ccccc1)CCC3	-10	-19	0.5	2	7	0	-22	-7	-8
Cc1cc(CNC(=O)[C@H](C)[C@@H]2C[C@@]2(C)[C@@H](NC(=O)OCc2ccccc2)c2ccccc2)nn1C	10	-27	0.1	4	11	6	0	-4	2
O=C(N/N=C\c1cccnc1)c1cc(-c2ccccc2)nc2c(Cl)cccc12	22	-25	3.4	1	-12	4	7	-1	2
CCOc1cc(C(=O)Nc2cnccn2)cc(OCC)c1OCC	20	-16	1.6	-3	-2	3	5	-4	3
CC1(C(=O)Nc2ccc(Cl)c(Cl)c2)CCN1C(=O)CC(c1ccccc1)c1ccccc1 (stereo not drawn)	-17	nt	1.9	-7	-16	0	32	-5	-10
O=C(Cn1cnc2c(nnn2-c2ccc(F)cc2)c1=O)NCc1ccco1	nt	-16	0.5	3	17	nt	-13	2	-2
COc1ccc(NC(=O)Cn2cc(C#N)c3ccccc32)cc1	2	10	0.9	-2	5	2	-12	-2	11
C[C@@H]1CN([C@@H](C)CO)C(=O)CCCn2cc(nn2)CO[C@H]1CN(C)S(=O)(=O)c1ccc(C#N)cc1	10	nt	1.8	-7	-4	2	13	-6	14
Cc1ccc([N+](=O)[O-])cc1S(=O)(=O)Nc1cccc(S(=O)(=O)Nc2ccccc2C(=O)O)c1	-13	-3	0.9	11	-6	0	16	0	-10
NC(=O)N/N=C/c1ccc(N2CCOCC2)s1	-6	-6	-0.2	-3	16	1	-12	-2	7
O=C(CSc1ccc(C(F)(F)F)cc1[N+](=O)[O-])Nc1ccccc1	31	59*	5.2	2	-7	28	9	-1	0
O=C(COC(=O)CNC(=O)c1cccs1)Nc1ccccc1C(F)(F)F	-18	-8	1.3	9	-11	1	26	-3	-3
COC(=O)c1ccc(OCC(O)CN2C(=O)c3ccccc3S2(=O)=O)cc1 (stereo not drawn)	7	-23	1.1	6	4	3	8	-4	-9
CCOc1cc(C=O)c(Br)cc1OC1CCCC1	-8	-13	-0.5	3	-1	9	3	-5	-3
O=C(O)C[C@H]1c2ccc(C(F)(F)F)cc2S(=O)(=O)N1Cc1ccccc1	-7	6	-0.3	23	-3	8	12	-1	-24
COc1ccc(NC(=O)CN(C)C(=O)CNC(=O)c2ccc(C)s2)cc1	-10	-14	2.8	5	7	3	8	-3	-11
N[C@@H](CO)c1nnc([C@H](Cc2ccc(O)cc2)NC(=O)C2CCNCC2)o1	1	-4	-0.3	-8	3	3	-16	0	13
COc1ccc(/C=N/NC(=O)C2COc3ccccc3O2)cc1OC (stereo not drawn)	15	-6	1.2	3	-9	7	-6	-5	-2
N#CCn1nnc(-c2ccc3c(c2)OCO3)n1	-15	5	0.3	8	-10	2	24	-6	-7
CCOC(=O)C1CCN(C2CC(=O)N(c3ccc(OCC)cc3)C2=O)CC1 (stereo not drawn)	1	-16	0.1	-13	17	8	-7	-2	8
CCCCC(=O)NC(Nc1nc(C2CC2)cs1)(C(=O)OCC)C(F)(F)F (stereo not drawn)	1	-28	-0.2	5	9	3	-6	-5	-5
COc1cccc(CN(C)C(=O)c2ccc(OCC(=O)Nc3cccc(C(F)(F)F)c3)c(OC)c2)c1	67*	65*	12	-12	19	9	-25	1	40*
O=C(O)/C(=C\c1cccc(OCc2ccccc2)c1)c1ccc(F)cc1	-4	1	0.6	19	-12	-1	14	-8	-12
COc1ccc(-n2nc([N+](=O)[O-])c(=NCCc3ccc(Cl)cc3)n2O)cc1	15	-24	0.2	-3	-24	1	18	-10	1
O=S(=O)(c1ccc(Cl)cc1)N1CCN(S(=O)(=O)N2CCCCCC2)CC1	-9	4	3.7	-8	5	7	2	-5	4
NS(=O)(=O)c1ccc(CNC(=O)CCS(=O)(=O)Cc2ccccc2)cc1	-14	-1	1.3	1	-3	1	3	-4	-15
Cc1ccc(S(=O)(=O)c2cc(OC(=O)c3ccco3)ccc2OC(=O)c2ccco2)cc1	20	-14	0.4	5	20	0	-14	1	7
CN(Cc1ccccc1)S(=O)(=O)c1ccc2c(c1)n(C)c(=O)c(=O)n2C	-25	4	0.2	7	0	2	12	-4	-14
CN(C)S(=O)(=O)N1CCN(c2ccc([N+](=O)[O-])c(NC3CC3)c2)CC1	13	-14	0.0	3	-14	3	-1	-4	2

2 of the compounds above, with two lines to a compound:
Values run as follows: TAAR1 antag	CHO parental Ca	M1 ag parental	CHRM1 PAM	CHO-K1 Ca antag	TAAR1 agonist	M1 PAM parental	CHRM1 agonist	M1 antag
NS(=O)(=O)c1ccc(CNC(=O)CCS(=O)(=O)Cc2ccccc2)cc1
→ -14	-1	1.3	1	-3	1	3	-4	-15
Cc1ccc(S(=O)(=O)c2cc(OC(=O)c3ccco3)ccc2OC(=O)c2ccco2)cc1
→ 20	-14	0.4	5	20	0	-14	1	7

Remaining list, next part
SMILES	TAAR1 antag	CHO parental Ca	M1 ag parental	CHRM1 PAM	CHO-K1 Ca antag	TAAR1 agonist	M1 PAM parental	CHRM1 agonist	M1 antag
COc1ccccc1CNC(=O)COc1ccccc1C	6	nt	0.5	-8	-4	4	3	-6	-1
COc1ccc(-c2ocnc2C(=O)NCc2nn(-c3ccccc3)nc2C)cc1	7	24	11	-11	12	12	2	3	29
C=C(CCC(=O)c1ccccc1)C(=O)c1ccccc1	0	-3	1.0	6	8	0	-5	-7	-3
Cc1ccc(NC(=O)ON=C2CCCC2)cc1	-6	6	0.2	14	-8	0	-6	2	-15
Cc1nc(SCc2nc3c([N+](=O)[O-])cccc3[nH]2)c2oc3ccccc3c2n1	nt	-14	-0.1	20	0	nt	-6	5	1
CC(C)CCN1CCN(Cc2cnc(-c3ccccc3)s2)CC1CCO (stereo not drawn)	-16	-11	0.3	-2	-3	3	-1	-8	0
C[C@@H](N)C(=O)NC[C@H]1CC[C@H](C(=O)N[C@@H](Cc2ccccc2)C(=O)O)CC1	1	nt	0.1	13	-14	0	10	-4	-11
CC(=O)N1CN(C2CC(C)(C)NC(C)(C)C2)Cc2c1sc1c2CCCC1	-12	-3	0.4	10	-10	3	12	-11	-17
N/C(Cc1cccc2ccccc12)=N\OC(=O)c1ccc2c(c1)OCO2	49*	-10	2.2	10	-13	74*	28	-6	1
CCN(CC)c1ccc(NC(=O)c2cc(Cl)ccc2OC)cc1	1	-10	0.1	-15	-12	4	15	-5	7
CCOC(=O)C(NC(=O)c1ccc(OC)cc1)(Nc1cc(C)on1)C(F)(F)F (stereo not drawn)	-9	-17	0.8	4	-9	1	19	-6	0
Cc1cc2cc(CCNS(C)(=O)=O)c(=O)[nH]c2cc1C	1	-1	2.2	3	0	0	11	-4	-33

5 entries already listed, sorted by the value under CHRM1 PAM, high to low.
structure	TAAR1 antag	CHRM1 PAM	CHRM1 agonist	M1 antag
CC(=O)N1CN(C2CC(C)(C)NC(C)(C)C2)Cc2c1sc1c2CCCC1	-12	10	-11	-17
C=C(CCC(=O)c1ccccc1)C(=O)c1ccccc1	0	6	-7	-3
Cc1cc2cc(CCNS(C)(=O)=O)c(=O)[nH]c2cc1C	1	3	-4	-33
CC(C)CCN1CCN(Cc2cnc(-c3ccccc3)s2)CC1CCO (stereo not drawn)	-16	-2	-8	0
CCN(CC)c1ccc(NC(=O)c2cc(Cl)ccc2OC)cc1	1	-15	-5	7

More compounds follow.
SMILES	TAAR1 antag	CHO parental Ca	M1 ag parental	CHRM1 PAM	CHO-K1 Ca antag	TAAR1 agonist	M1 PAM parental	CHRM1 agonist	M1 antag
Cc1cc(N/C=C\C(=O)c2ccc(Cl)c(Cl)c2)no1	-6	-16	0.1	0	-16	12	17	-3	-9
CCCCN1C[C@H](C)[C@@H](CC(=O)NC)C1=O	-6	nt	0.5	10	-2	1	16	-1	-12
NC(=O)CC(NC(=O)c1ccccc1)C(=O)O (stereo not drawn)	3	-9	0.1	6	16	1	-8	-2	-10
Cc1cccc(C)c1NC(=O)c1sccc1SCc1cccc(C(F)(F)F)c1	nt	53*	0.0	-7	5	nt	-1	-4	9
COc1ccc(C2C(C(=O)c3cccs3)=C(O)C(=O)N2CCN2CCOCC2)c(OC)c1 (stereo not drawn)	-3	-18	0.3	0	-3	0	-5	-5	-1
Cc1noc(C)c1CS(=O)(=O)c1ccc([N+](=O)[O-])cc1	-1	10	0.0	14	-4	3	10	-9	-5

Screening data from PubChem.
